From PubChem
TRPV1 agonist: human TRPV1 agonism; TRPV1-expressing cells, Fluo-8 calcium influx, agonist mode; hit rate 0.19% among 320,000; AID 540275; Q8NER1; activation, % at 8.33 µM; in the data active = activation above about 80%; inconclusive = between about 30% and that limit; also: 0% is about no effect
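TRPV1-expressing cells were cultured overnight at 35.5C and loaded with Fluo-8 calcium dye for 40 to 90 min at room temperature. After a 10 s baseline, compound was added and calcium influx was read kinetically for 3 min (ex 480/em 520 nm).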
KCNH2 3.1 block: KCNH2 3.1 (human) potassium channel inhibition; U2OS KCNH2 3.1, thallium flux FluxOr; active compounds read low; activity change, % (tested at about 1.8 µM); hit rate 0.95% among 340,000; AID 720553;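 active = maximum activity change below -70%; inconclusive = maximum activity change from -70% to -50%; inactive = maximum activity change above -50%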;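 also: thallium influx rate constant from kinetic fluorescence after stimulation buffer; % is scaled to controls: 0 for no effect and ±100 for the full control effect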
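FluxOr-based Tl+ influx in U2OS cells transduced with KCNH2 3.1 virus; rate constants normalized to DMSO controls.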
TCR activator: T cell receptor activation; primary human leukocytes, anti-CD3, IL-2 HTRF, 48 h; Potency, µM (series often up to 9.22 µM), for inactives: at the highest dose activation of IL-2 secretion, usual class: activators; 330,000 tested, under 10 active; also: % of control where 0% means no effect
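Using a-CD3 beads without co-stimulation, primary human leukocytes were exposed to compounds for 48 hr. An HTRF IL-2 kit measured the cytokine, with europium-to-d2 energy transfer producing emission at 665nm upon 320nm excitation.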
A-T KAP1 phos: potential ataxia-telangiectasia treatments restoring KAP-1 phosphorylation | […] A-T fibroblasts, KAP-1 phosphorylation AlphaLISA; neocarzinostatin DNA damage 30 min before lysis | hit rate 0.19% among 320,000 | Potency, µM (titrated, usually from 57.5 µM), for the others: at the highest dose activation, usual class: activators; also: potency is read from the fitted curve at half-maximal effect; % of control where 0% means no effect; nearly all actives have a fitted effect of over 45% in size
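hTERT-immortalized A-T patient fibroblasts ([…]), 500 cells/well in OPTI-MEM, 1% FBS, got compounds for 60 min, then NCS for 30 min at 37C. Lysates were then assayed for phospho-KAP-1 by AlphaLISA (anti-pKAP1 donor, anti-KAP1 acceptor beads), 6 hr at 25C.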
TSHR antag: human thyrotropin receptor antagonism; TSHR-expressing cells, TSH-stimulated cAMP HTRF, 2 h; active compounds read low; AID 504810; P16473; hit rate 0.2% among 330,000; activity change, negative = inhibition, % at 11.5 µM;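 active = activity change below a set negative limit, meaning inhibition stronger than a set level, cut at about -70% in these data; inconclusive = activity change between two set negative limits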; also: % is scaled to controls: 0 for no effect and ±100 for the full control effect
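Competitive HTRF cAMP read-out (cryptate anti-cAMP antibody, cAMP-d2; 30 min, room temperature) in freshly harvested TSHR cells. Compounds added before TSH at EC80 (4nM final), followed by 2 hours' incubation at 37 deg C.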
KCNH2 WT inh: blocks the wildtype human KCNH2 potassium channel. activity change, % at 1.84 µM. hit rate 0.37% among 340,000. U2OS, BacMam KCNH2, thallium flux FluxOr; active compounds read low;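 active = maximum activity change below -70%; inconclusive = maximum activity change between -70% and -50%; inactive = maximum activity change above -50%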; also: % is scaled to controls: 0 for no effect and ±100 for the full control effect
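U2OS cells transduced with wild-type KCNH2 virus are loaded with FluxOr dye for 45 min, and thallium flux is measured in kinetic reads before and after stimulation buffer. Rate constants are normalized to DMSO controls.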
Mito fusion act: mitochondrial division inhibition or fusion activation; S. cerevisiae fusion-defective mutant growth rescue, CellTiterGlo 48 h; Potency, µM (highest dose often 46.1 µM), for the others: at the top dose growth rescue (activation), actives largely listed as activators; hit rate 0.23% among 320,000; AID 485298;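 also: potency is read from the fitted curve at half-maximal effect; % of control where 0% means no effect; nearly all actives have a fitted effect of over 45% in size; temperature-sensitive fusion mutants such as fzo1-1 at 37 °C on non-fermentable ethanol glycerol medium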
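Luminescent cell viability in 1536-well qHTS format served as the measure of rescued growth in ts fusion-mutant S. cerevisiae cultured on non-fermentable YPEG for 48 hours at 37C.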
ELG1 DNA repair: ELG1-dependent DNA repair inhibition | HEK293T ELG1-luciferase reporter, luminescence, 16 h; DNA damage induced by 5-fluorouridine | Potency, µM (titrated, usually from 46.1 µM), without a hit: at the top dose activity change, negative = inhibition, most hits filed as inhibitors | hit rate 2.3% among 330,000 | AID 504467; also: potency is read from the fitted curve at half-maximal effect; % is scaled to controls: 0 for no effect and ±100 for the full control effect; nearly all actives have a fitted effect of over 55% in size
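Cells (2,000 per well) received 5-fluorouridine plus test compound or DMSO and were incubated 16 hr at 37 °C, 5% CO2. Luciferase activity was read by luminescence 30 min after ONE-Glo addition; signal suppression marked inhibition of damage-induced ELG1 function.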
USP2a block: inhibitors of human ubiquitin-specific protease USP2a | USP2 core, Ub-CHOP2 coupled fluorogenic reporter, 485/531 | Potency, µM (series often up to 38.3 µM), without a hit: at the highest dose activity change, negative = inhibition, actives largely listed as inhibitors | hit rate 0.01% among 330,000 | AID 463254;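 also: potency is read from the fitted curve at half-maximal effect; plate controls were DMSO wells for no effect and full inhibition by NEM control for full effect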
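USP2 core (10nM final) preincubated 30min RT with compound in 20mM Tris-HCl pH 8.0, 2mM CaCl2, 2mM beta-mercaptoethanol, 0.05% CHAPS; 25nM Ub-CHOP2 plus 25nM reporter substrate added, fluorescence (Ex485/Em531) read after 60min.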
Eya2 inh: blocks the phosphatase activity of human Eya2 | hit rate 0.006% among 330,000 | Potency, µM (top dose mostly 76.9 µM), for inactives: top-dose activity, negative = inhibition, hits mostly inhibitors | recombinant Eya2, OMFP fluorescence dephosphorylation (OMFP is methylfluorescein phosphate) | O00167; also: potency is read from the fitted curve at half-maximal effect; % is scaled to controls: 0 for no effect and ±100 for the full control effect
Target sequence (O00167 whole entry, looked up): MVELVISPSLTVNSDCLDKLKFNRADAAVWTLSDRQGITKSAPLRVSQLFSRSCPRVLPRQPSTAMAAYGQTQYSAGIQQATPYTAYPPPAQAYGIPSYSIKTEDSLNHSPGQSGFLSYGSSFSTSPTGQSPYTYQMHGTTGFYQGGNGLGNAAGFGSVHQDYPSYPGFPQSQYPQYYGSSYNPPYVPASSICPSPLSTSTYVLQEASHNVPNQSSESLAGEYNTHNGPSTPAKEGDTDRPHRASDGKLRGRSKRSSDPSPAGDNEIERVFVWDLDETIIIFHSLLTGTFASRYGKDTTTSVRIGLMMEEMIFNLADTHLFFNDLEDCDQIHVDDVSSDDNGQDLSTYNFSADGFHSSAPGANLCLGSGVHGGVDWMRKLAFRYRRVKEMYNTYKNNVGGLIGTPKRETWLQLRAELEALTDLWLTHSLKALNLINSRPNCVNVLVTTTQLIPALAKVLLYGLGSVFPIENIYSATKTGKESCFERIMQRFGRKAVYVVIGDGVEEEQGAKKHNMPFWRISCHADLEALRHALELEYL
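Eya2 protein (added as 0.2 uM solution) was preincubated with compound for 10 min at ambient temperature in 50 mM HEPES pH 7.5, 50 mM NaCl, 5 uM MgCl2, 0.05% BSA, 1 mM DTT. OMFP (added at 50 uM) then reacted 10 min; fluorescence read at 485/525 nm.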
* marks the source's active call; other numbers are inactive results; ? = inconclusive; · = not tested or not shown; [ ] = another dose, or the depositor's remark. Unless noted, calls follow the shape of the dose curve; as a rule, active = well fitted curve in the direction sought with a large enough effect; inconclusive = small, poorly fitted or top-dose-only effect, or another doubt; inactive = no such curve, though single readings can be large; an effect the other way counts as inactive or inconclusive. Only part of the results is shown; rates above refer to the full screens.

SMILES | TRPV1 agonist | KCNH2 3.1 block | TCR activator | A-T KAP1 phos | TSHR antag | KCNH2 WT inh | Mito fusion act | ELG1 DNA repair | USP2a block | Eya2 inh
Cc1cccc(C(=O)NCc2ccc(S(N)(=O)=O)cc2)c1[N+](=O)[O-] | 2 | 5 | 1%[46.1 µM] | -2% | 21 | 8 | 11% | ? | 3% | -5%
Cc1ccc(-c2nn(C)c(=O)c3ccccc23)cc1CNC(=O)c1ccccc1 | -3 | 9 | -17% | -1% | 3 | -2 | -1% | 16µM* | -1% | 1%
CCOc1ccc(S(=O)(=O)N2CCCCC2)cc1NC(=O)C1CCC1 | ? | 7 | -2% | -5% | · | -5 | 1% | 14% | 0% | -9%
CC(C)(C)c1ccc(C(CC(=O)O)NS(=O)(=O)Cc2ccccc2)cc1 (configuration not stated) | 6 | 0 | -5% | -4% | 2 | -1 | -15% | 15% | 0% | 3%
Cc1cc(C)cc(N(CCC(=O)Nc2nnc(C3CC3)s2)S(=O)(=O)c2ccc(Cl)cc2)c1 | -4 | ? | 0% | 7% | 36 | 10 | 8% | ? | -6% | -4%
CC1CCCCC1NC(=O)C1CCC(CNS(=O)(=O)c2cccc3cccnc23)CC1 (configuration not stated) | 2 | -5 | 0% | -9% | 2 | 3 | -4% | -8% | 0% | 2%
CN(C)[C@@H]1CCC[C@@H]1OC(=O)C(c1ccccc1)c1ccccc1 | -5 | ? | -5%[46.1 µM] | -4% | 22 | -20 | -4% | 10% | 6% | -5%
CCOC(=O)C1CCCN(C(=O)c2cc3c(=O)n(C)c4ccccc4c3n2C)C1 (configuration not stated) | 0 | 11 | -3% | 6% | -2 | -3 | 1% | ? | 0% | 4%
COc1cc(OC)c(NC(=O)CCCNC(=O)Cn2cnc3sc(C)c(C)c3c2=O)cc1Cl | -5 | 1 | -3% | 7% | 21 | -2 | -2% | ? | -3% | 2%
COc1ccc(N(C)S(=O)(=O)c2cccc(C(=O)OC(C)C(=O)NC3CCCCC3C)c2)cc1 (configuration not stated) | 3 | -4 | 7% | 6% | -5 | -2 | 17% | ? | 1% | 0%
Cc1ccc(-c2cc(C(F)F)nc(S(C)(=O)=O)n2)cc1 | -1 | 11 | -3% | -1% | 19 | 1 | 0% | ? | -1% | -8%
O=C(Nc1nccs1)C1CC(=O)N(c2ccccc2)C1 (configuration not stated) | 1 | 6 | -5% | -4% | 3 | 4 | 4% | ? | 1% | -23%
Cc1ccc(-n2nc(C)c(C(=O)O)c2-n2cccc2)cc1 | -1 | · | · | 10% | 5 | · | 6% | · | 2% | -15%
Fc1ccc(C2CC(c3ccco3)n3ncnc3N2)cc1 (configuration not stated) | 0 | -175* | 3%[46.1 µM] | -1% | 4 | -130* | -4% | 9% | 0% | -19%
O=C1OC(C(=O)O)Cc2ccccc21 (configuration not stated) | -1 | 11 | -1%[46.1 µM] | · | 1 | 7 | -1% | 4% | -1% | -2%
CC1CN(C(=O)Cn2c(=O)oc3ccccc32)CC(C)O1 (configuration not stated) | -1 | 4 | 2% | 1% | 0 | -1 | -2% | 7% | 3% | 4%
COCCSc1ccccc1C(=O)N1CCc2ccccc21 | -2 | 9 | · | 10% | -8 | 5 | 1% | 2% | 1% | -14%
O=C(CSCc1ccc(F)cc1)NCc1cccs1 | 9 | -3 | -3% | 0% | -7 | 11 | 0% | 15% | 2% | -5%
Cn1c(CCCCCN)nc2ccccc21 | 0 | -28 | 0% | 1% | -4 | -2 | 1% | 0% | 4% | 3%
C/C(N)=C(/C#N)C(=O)CSc1nnnn1-c1ccc(C)cc1 | 28 | 1 | -2% | 2% | -8 | -20 | 2% | ? | 0% | 12%
COc1c(C)cc(C(=O)C2CCCN(Cc3c(C)n(C)n(-c4ccccc4)c3=O)C2)cc1C (configuration not stated) | 2 | ? | -7% | 2% | 30 | 2 | 3% | 22% | 1% | -1%
C=CCNc1sc(C(=O)c2ccc(C)cc2)c(N)c1C#N | 7 | -14 | -1% | -2% | -3 | 1 | 7% | 2% | 1% | -25%
Fc1cccc(Cl)c1Cn1nnc(-c2ccc3c(c2)OCO3)n1 | 14 | ? | -6% | 2% | -4 | 0 | 4% | ? | 1% | 11%
CC1=CC(C#N)(C#N)C(C#N)(C#N)C(c2ccccc2)N1 (configuration not stated) | 2 | · | · | -4% | -1 | · | 4% | 11% | 13% | 3%
Cc1ccc(OCc2nnc(SCC(=O)Nc3sc(C)c(C)c3C#N)n2C)cc1 | 1 | -7 | 3% | -1% | 0 | 4 | 2% | 7% | 0% | -5%
CC(=O)N1CCN(C(=O)/C(C#N)=C/c2ccc3c(c2)OCO3)CC1 | -1 | -7 | -4% | 0% | 26 | -4 | 8% | 9% | 0% | -4%
Cc1cc(C)cc(NC(=S)N2CCC(NC(=O)c3ccco3)CC2)c1 | -2 | 0 | 6% | -2% | -5 | 0 | -2% | -5% | 3% | -2%
COC(=O)Cc1c(OC)ccn(CCc2c[nH]c3ccccc23)c1=O | -1 | 2 | 0% | -1% | 11 | -2 | 3% | ? | 7% | 1%
COC(=O)C1=C(N)OC2=C(C(=O)CCC2)C1c1ccccc1OC (configuration not stated) | -2 | 2 | -2% | -1% | 4 | -7 | 0% | 0% | 3% | -1%
COc1ccc(CCOC(=O)c2ccc(NC(=O)CC#N)cc2)cc1 | 1 | 4 | -7% | 11% | -15 | 14 | -1% | 3% | 1% | 2%
COc1ccccc1NC(=O)c1oc2ccccc2c1NC(=O)C1CC1 | ? | 13 | 3% | -5% | -7 | -5 | 6% | 3% | 0% | -2%
NC(=O)CSc1nnnn1-c1ccc(OC(F)(F)F)cc1 | 19 | -8 | 0% | 4% | 14 | 0 | 6% | 3% | 3% | 20%
COCCNC(=S)N(CCCN(C)C)Cc1cc2cc3c(cc2[nH]c1=O)OCCO3 | -1 | 16 | -22% | 4% | -2 | 13 | 4% | 10% | -1% | 6%
CC(C)(C)OC(=O)C[C@@H]1C/C=C\C[C@H](CC(=O)N[C@H](CO)Cc2ccccc2)C(=O)N[C@H](C(C)(C)C)COC1=O | · | -3 | -3% | 3% | -20 | -1 | · | -14% | 1% | -5%
O=C(CN1C(=O)CC(c2ccco2)Sc2ccccc21)Nc1ccccc1F (configuration not stated) | 14 | 15 | -5%[46.1 µM] | 0% | -16 | 5 | 21% | -10% | 0% | -1%
Cc1ccc(NC(=O)COc2cccc3ccc(C)nc23)c(Br)c1 | 21 | 2 | -12%[46.1 µM] | -3% | -8 | -5 | ? | -10% | 2% | 2%
CC(=O)Nc1cccc(NS(=O)(=O)c2c(C)noc2C)c1 | · | 13 | 1% | 17% | · | -3 | · | -13% | 9% | -33%
Cc1c(N=Cc2cc(Br)cc(Br)c2O)cccc1C(=O)O | -2 | 2 | 9%[46.1 µM] | -11% | 32 | 14 | 12% | -14% | 2% | 9%
CC(C)(C)NC(=O)COC(=O)CNC(=O)c1cc(Cl)cc([N+](=O)[O-])c1 | -1 | 9 | -9%[46.1 µM] | 1% | -12 | -5 | -6% | 12% | 5% | -4%
C=CCC[C@H](Cc1ccc(F)cc1)C(=O)OC[C@H](Cc1c[nH]c2ccccc12)NC(=O)[C@H](CC=C)CC(=O)N[C@H](CO)Cc1ccccc1 | · | -6 | 0% | 1% | -24 | -2 | · | 9% | -3% | -1%
COc1ccc(CN2CCNC(=O)C2CC(=O)NCc2csc(C)n2)c(F)c1 (configuration not stated) | -2 | -1 | 4% | 10% | -6 | -5 | -11% | 3% | -2% | -8%
Cn1c(-c2ccc3c(c2)OCO3)cnc1NCc1ccccc1Cl | 5 | 8 | 15% | 4% | -16 | · | -15% | ? | 8% | 5%
CCOC(=O)c1cnn(-c2ccccc2)c1NC(=O)CN1CCOCC1 | 1 | 15 | 1% | -18% | 8 | -2 | -1% | ? | -2% | -2%
COc1ccc(CN=C2NC(=O)CC(C(=O)Nc3ccc(F)cc3)S2)cc1 (configuration not stated) | 3 | -9 | 2%[46.1 µM] | -3% | 8 | 3 | -4% | -13% | 1% | -14%
COc1ccccc1CNC(=O)Cn1cccc1C(=O)c1ccccc1C | 25 | 11 | 2% | -5% | 69 | 4 | ? | ? | 3% | -18%
Cc1cc(C)cc(CC2CC(=O)N(c3ccc([N+](=O)[O-])cc3)C2=O)c1 (configuration not stated) | 9 | -13 | 6% | 4% | 3 | 4 | 12% | 2% | 0% | 4%

Structural class: the entries above with bromine.
SMILES | TRPV1 agonist | KCNH2 3.1 block | TCR activator | A-T KAP1 phos | TSHR antag | KCNH2 WT inh | Mito fusion act | ELG1 DNA repair | USP2a block | Eya2 inh
Cc1ccc(NC(=O)COc2cccc3ccc(C)nc23)c(Br)c1 | 21 | 2 | -12%[46.1 µM] | -3% | -8 | -5 | ? | -10% | 2% | 2%
Cc1c(N=Cc2cc(Br)cc(Br)c2O)cccc1C(=O)O | -2 | 2 | 9%[46.1 µM] | -11% | 32 | 14 | 12% | -14% | 2% | 9%
